D1 ag: activates the human D1 dopamine receptor | hit rate 1% among 360,000 | AID 504660 | HEK293 T-REx D1 cells, calcium flux, agonist mode | activation, % at 2 µM; in the data active = activation above about 30%; also: 0% is about no effect
Target sequence (P21728 whole entry, looked up): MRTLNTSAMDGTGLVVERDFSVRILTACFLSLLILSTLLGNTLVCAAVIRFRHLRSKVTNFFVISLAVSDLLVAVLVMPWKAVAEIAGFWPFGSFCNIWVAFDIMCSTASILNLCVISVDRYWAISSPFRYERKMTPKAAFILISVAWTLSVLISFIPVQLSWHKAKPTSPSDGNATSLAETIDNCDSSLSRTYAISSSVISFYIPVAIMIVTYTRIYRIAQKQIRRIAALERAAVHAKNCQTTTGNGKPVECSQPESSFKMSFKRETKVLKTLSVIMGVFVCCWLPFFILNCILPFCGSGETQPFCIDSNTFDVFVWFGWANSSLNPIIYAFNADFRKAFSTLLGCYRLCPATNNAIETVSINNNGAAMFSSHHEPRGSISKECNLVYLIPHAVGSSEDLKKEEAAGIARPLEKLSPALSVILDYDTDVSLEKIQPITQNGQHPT
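Inducible HEK293 T-REx D1 cells, force-coupled to calcium signalling, were plated at 4000 cells/well with tetracycline and held overnight at 30 C. After no-wash calcium dye loading, compound-evoked calcium rise over 180 s flagged agonists.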
D1 antag: blocks dopamine activation of the human D1 receptor | P21728 | activity change, negative = inhibition, % at 10 µM | HEK293 TREx D1 cells, calcium flux, dopamine EC80; hits give low values | hit rate 3.2% among 360,000; in the data active = activity change below about -30%; also: % is scaled to controls: 0 for no effect and ±100 for the full control effect
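Inducible Hek293 Trex D1 cells (tetracycline, overnight, 30 C). Calcium dye 30–90 min RT. Antagonist mode: EC80 dopamine added after 180 s compound read.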
GRP78 ERSR act: ER stress response induction in glioma | U87-MG GRP78 promoter luciferase reporter, 16 h | Potency, µM, for the others: at the top dose activation, hits mostly activators | hit rate 0.02% among 420,000; also: potency is read from the fitted curve at half-maximal effect; series mostly up to about 76 µM; % of control where 0% means no effect; nearly all actives have a fitted effect of over 35% in size
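Stably transfected U87-MG human glioma cells carrying a GRP78-based luminescent sensor were seeded at 1000 cells/well, pin-dosed with compounds and incubated 16 h. Luciferase reagent was then added, and end-point luminescence was read after 10 min at room temperature.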
Vif-A3F inh: Vif-A3F binding inhibition | hit rate 0.2% among 390,000 | AID 602313 | HeLa A3F-eYFP + Vif (tagged APOBEC3F with the HIV-1 protein that degrades it), YFP fluorescence increase | Potency, µM (highest dose often 46.1 µM), without a hit: at the highest dose activity, negative = active; also: potency is read from the fitted curve at half-maximal effect; % of control where 0% means no effect; nearly all actives have a fitted effect of over 65% in size
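HeLa cells stably expressing A3F-eYFP plus Vif, plated and incubated overnight at 37 deg C, then exposed to compounds overnight at 37 deg C. Blocked degradation read as raised yellow fluorescence (Ex 488/Em 500-530).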
Vif-APOBEC3G blk: inhibitors of Vif-APOBEC3G interaction; Q9HC16; HeLa A3G-eYFP + Vif (tagged APOBEC3G with the HIV-1 protein that degrades it), YFP fluorescence, overnight; Potency, µM (series often up to 46.1 µM), for the others: at the top dose activity, negative = active, hits mostly inhibitors; hit rate 0.076% among 410,000; AID 602310;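 also: potency is read from the fitted curve at half-maximal effect; % is scaled to controls: 0 for no effect and ±100 for the full control effect; nearly all actives have a fitted effect of over 60% in size; hits raise eYFP signal because A3G escapes Vif-driven loss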
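Read-out is eYFP fluorescence (Ex 488/Em 500-530) from Vif-expressing HeLa A3G-eYFP cells; more signal means A3G escaped Vif-mediated degradation. Cells plated overnight, compound pinned in, incubated overnight at 37 deg C.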
D2 potentiator: positively modulates the human D2 dopamine receptor allosterically; HEK293 T-REx D2, calcium flux, EC20 dopamine potentiation; potentiation, % at 10 µM; hit rate 0.34% among 340,000; AID 485347;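 active = potentiation over 3 SD above the plate norm, cut at about 30% in these data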; also: 0% is about no effect
Target sequence (P14416 whole entry, looked up): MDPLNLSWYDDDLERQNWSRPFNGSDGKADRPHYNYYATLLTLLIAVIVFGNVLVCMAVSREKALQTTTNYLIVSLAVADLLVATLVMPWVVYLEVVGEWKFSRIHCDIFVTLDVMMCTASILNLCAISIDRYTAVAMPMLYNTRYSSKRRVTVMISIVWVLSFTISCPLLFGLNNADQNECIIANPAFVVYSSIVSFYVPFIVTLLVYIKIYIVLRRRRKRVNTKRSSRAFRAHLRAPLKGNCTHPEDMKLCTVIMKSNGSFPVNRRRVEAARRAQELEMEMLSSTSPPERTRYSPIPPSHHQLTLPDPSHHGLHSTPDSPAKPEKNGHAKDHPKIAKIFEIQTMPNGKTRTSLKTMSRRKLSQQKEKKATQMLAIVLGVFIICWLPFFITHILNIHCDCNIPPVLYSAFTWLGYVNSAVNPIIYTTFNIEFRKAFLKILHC
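Using a no-wash calcium dye in inducible, force-coupled HEK293 Trex cells expressing D2, we tracked fluorescence each second for 180 s after compound, then for 180 s after EC20 dopamine to detect augmented signalling.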
RXFP1 agonist: activates the human relaxin receptor RXFP1; Q9HBX9; hit rate 0.3% among 370,000; AID 2676; HEK293T-RXFP1 cAMP TR-FRET, 30 min; response scale: percent of porcine relaxin response, buffer zero; Potency, µM (titrated, usually from 57.5 µM), without a hit: at the highest dose activation, hits mostly activators; also: potency is read from the fitted curve at half-maximal effect; % is scaled to controls: 0 for no effect and ±100 for the full control effect; nearly all actives have a fitted effect of over 60% in size; many of its hits are not listed in these tables
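HEK293T cells stably expressing RXFP1 were pretreated with the PDE4 inhibitor Ro 20174, exposed to compounds for 30 min at 37C, lysed, and cAMP was read by TR-FRET. Data normalized to buffer (basal) and 29 nM porcine relaxin (100%).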
LDHA inh: blocks human lactate dehydrogenase A | purified LDHA, NADH/diaphorase-resazurin fluorescence; hits give low values | AID 1347041 | P00338 | hit rate 0.15% among 480,000 | activity change, % (values are at about 110 or 230 µM); in the data active = activity change below about -30%; inconclusive = mostly about -25% to -30%;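 also: plate controls were DMSO wells for no effect and wells without enzyme for full effect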
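Remaining NADH was detected by diaphorase (0.133 mg/mL) converting 37 µM resazurin to fluorescent resorufin, read at 0 and 20 minutes. The preceding 5-minute room-temperature reaction used 2 nM LDHA, 0.2 mM sodium pyruvate and 0.06 mM NADH at pH 7.4.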
D1 potentiator: enhances dopamine response at the human D1 receptor; P21728; HEK293 TREx D1 cells, calcium flux, dopamine EC20 potentiation; potentiation, % at 10 µM; hit rate 0.036% among 360,000; AID 504651; in the data active = potentiation above about 30%; also: 0% is about no effect
* = called active by the depositor; ? = inconclusive; . = no result given; & = joins results of further samples; [ ] = dose if it differs, or a comment. Unless noted, calls follow the shape of the dose curve; as a rule, active = well fitted curve in the direction sought with a large enough effect; inconclusive = small, poorly fitted or top-dose-only effect, or another doubt; inactive = no such curve, though single readings can be large; an effect the other way counts as inactive or inconclusive.

SMILES	D1 ag	D1 antag	GRP78 ERSR act	Vif-A3F inh	Vif-APOBEC3G blk	D2 potentiator	RXFP1 agonist	LDHA inh	D1 potentiator
CN(C)S(=O)(=O)c1ccc(C(=O)Nc2cc(=O)n(C)c(=O)n2C)cc1	0	-12	-1%	-5%	1%	-12	2.7%	-9	0
CC(C)c1ccc(/C=C/C(=O)NCCCN2CCOCC2)cc1	5	6	-5%	-4%	-1%	-1	-1.0%	0	3
COc1ccccc1/C=C/c1nc2ccccc2c(=O)o1	.	.	-6%	0%	-18%	.	.	-8	.
COc1ccc(-c2[nH]ncc2[C@@H]2C[C@H]3CN(Cc4ccccc4C)C(=O)[C@]34CCCN24)cc1	25	19	-1%	-6%	-1%	13	3.5%	-2	3
CCOC(=O)C1=C(CC)Nc2ccccc2N/C1=N\S(=O)(=O)c1ccc(C(=O)OCC)cc1	1	-5	1%	1%	-3%	6	0.5%	-5	-6
CC(C)(C)NC(=O)C[C@H]1C[C@H](C(=O)N2CCOCC2)[C@@]2(CCC3CCCC3)c3[nH]c4ccc(Cl)cc4c3CCN2C1=O	.	.	-1%	-13%	-6%	.	.	-1	.
CCOc1ccc(NC(=O)CCc2c(C)noc2C)cc1OC	2	31	-3%	-16%	2%	-3	-0.7%	-3	0
O=C(CCCn1c(=O)[nH]c2ccsc2c1=O)Nc1ccc(F)cc1	-4	-10	-1%	2%	-4%	-1	9.6%	-11	0
C[C@@H]1O[C@@H](Oc2c(-c3cc(O)c(O)c(O)c3)oc3cc(O)cc(O)c3c2=O)[C@H](O)[C@H](O)[C@H]1O	1	-1	-1%&-5%	0%	0%	9	-0.1%	10	-2
O=C(NNc1ccccc1)c1ccc(Cl)c(Cl)c1	.	.	1%	-23%	-22%	.	.	5	.
O=C(CCCn1c(=O)c2sccc2n(Cc2ccc(Cl)cc2)c1=O)NCc1ccc2c(c1)OCO2	3	10	0%	0%	-2%	20	2.9%	-5	-1
C=CCOCCN1C(=O)C2C(c3ccccc3)C=CC(c3ccccc3)C2C1=O (centres undefined)	2	-11	-6%	-2%	1%	9	1.8%	2	-5
CCOC(=O)[C@H]1CCC[C@@H](NS(=O)(=O)c2ccc(NC(C)=O)cc2)C1	0	0	-2%	2%	0%	0	1.8%	-2	0
CC(C)c1nnc(SCC(=O)NC2CCCCC2)n1C	4	0	-5%	-5%	1%	-3	0.6%	-7	-13
CCN1C(=O)/C(=C/C=C2/CCCN2C)OC1=S	30*	-9	-1%	-9%	-1%	-1	-4.3%	15	-4
CCCC[C@]12Cc3cc(C#N)ccc3C(O1)c1c(cc(-c3ccccc3)oc1=O)O2	2	4	.	.	.	.	-0.1%[11.5 µM]	.	2
Cc1ccc(NC(=O)CSc2n[nH]c(-c3cccnc3)n2)c(Br)c1	7	-32*	0%	2%	0%	9	-0.3%	-5	.
Cc1ccc2nsnc2c1S(=O)(=O)Nc1ccccc1C(=O)O	2	11	-3%	0%	2%	2	0.0%	-3	5
Cc1cc(C)c2nc(N3CCC(C(=O)NCCN4CCOCC4)CC3)sc2c1	1	2	6%	-3%	1%	-8	4.8%	3	-2
O=C(Nc1ccc(Cl)c(S(=O)(=O)Nc2ccccc2Cl)c1)c1cccs1	6	16	-4%	-5%	-13%	5	1.1%	7	-2
CCCCCn1c(=O)[nH]c2cc(C(=O)NCc3ccc(C)cc3)ccc2c1=O	2	4	-3%	-9%	-5%	-5	14%	0	0
NC(=O)c1nn(-c2ccccc2)nc1NC(=O)CN1CCCC1	1	-1	-1%	2%	2%	0	0.0%	0	-5
O=C(N/N=C/c1ccco1)c1[nH]ncc1Br	4	3	.	.	.	6	-4.2%	.	3
COCCN1CSC(=S)N(Cc2ccco2)C1	0	-1	3%	-2%	-5%	-6	4.0%	19	-6
COc1ccc(N=Nc2c(N)nn(C)c2N)cc1	.	.	-2%	11%	-8%	.	.	6	.
Following part:
SMILES	D1 ag	D1 antag	GRP78 ERSR act	Vif-A3F inh	Vif-APOBEC3G blk	D2 potentiator	RXFP1 agonist	LDHA inh	D1 potentiator
CCCCn1nc(NC(=O)c2cccs2)c2cc3cc(OC)ccc3nc21	3	-10	.	-16%	-18%	-3	-0.3%	1	5
CC(=O)C(=Cc1ccc(C(=O)O)cc1)C(C)=O	3	3	0%	9%	3%	10	-1.3%	2	-1
COc1ccc(CNC(=O)C(C)c2ccc([N+](=O)[O-])cc2)cc1 (centres undefined)	12	-19	0%	-3%	-2%	2	1.8%	-4	-2
O=C(CCCN1C(=O)CCC1=O)Nc1ccccc1F	2	13	-6%	-12%	1%	-2	1.8%	-3	-6
Cc1cccc(C)c1NC(=O)CNC(=O)c1cnccn1	.	.	-4%	10%	1%	.	.	-10	.
CCOc1ccc(NC(=O)C2=NN(c3ccccc3)C(=O)CC2)cc1S(=O)(=O)N1CCCCC1	5	-35*	-2%	-2%	4%	-18	-1.1%	-1	-1
O=C1CC2(CCCCC2)Oc2ccccc21	.	.	-2%	-3%	3%	.	.	-3	.
CCOC(=O)Cc1ccc(NC(=O)c2ccc(C(C)(C)C)cc2)cc1	3	-16	-17%	0%	-5%	-12	-0.3%	1	-7
Cn1c(=O)c2c(-c3cccc(Br)c3)c(C#N)c(N)nc2n(C)c1=O	3	-23	-3%	-8%	0%	4	0.0%	-4	-4
CCN(CC(=O)Nc1sc2c(c1C#N)CCC(C)C2)CC(=O)NC1CCS(=O)(=O)C1 (centres undefined)	9	-60*	8%	-9%	1%	14	0.9%	0	-13
CCOc1ccc(NC(=O)c2cnc3scc(C)n3c2=O)cc1	4	4	2%	-6%	1%	13	1.0%	2	-2
CCOC(=O)N1CCC(NC(=O)c2cnc3n(c2=O)CCS3)CC1	1	-2	-3%	-7%	0%	-8	3.2%	-4	-3
O=C(NC1CCC1)C1CCC(=O)N(Cc2ccc(Cl)cc2)C1 (centres undefined)	.	.	-4%	-6%	-6%	.	.	-1	.
Cc1cc(C)c2c(CC(=O)NCc3ccco3)coc2c1	-4	-4	0%	-11%	?	-4	0.5%	-1	-4
Cc1ccc(NC(=O)CN2C(=O)NC3(CCCCCCC3)C2=O)cc1C	4	-1	-5%	2%	-6%	9	-0.4%	-7	.
O=S(=O)(NCC1CCCO1)c1ccc(Br)s1 (centres undefined)	0	7	-6%	0%	1%	1	0.6%	-4	2
O=C(NCc1cccc(OC(F)(F)F)c1)C1CCC(=O)N(Cc2cccc(F)c2)C1 (centres undefined)	3	1	-2%	-9%	7%	-9	0.5%	-4	-1
C=CCn1c(N(C)C)nc2c1c(=O)[nH]c(=O)n2C	2	8	-1%	-3%	0%	.	2.2%	-12	-3
Cc1ccc(-c2cc(-c3cccc(F)c3)n[nH]2)c(O)c1	-1	1	-1%	3%	-11%	3	-1.2%	-7	0
CCOC(=O)C1CCN(S(=O)(=O)c2ccc3c(c2)CCCN3C(C)=O)CC1	5	-12	-2%	.	3%	-9	-1.0%	0	-3
Cc1sc(NC(=O)CN(CCc2ccccc2)C(=O)C2CC2)c(C(N)=O)c1C	2	0	-4%	-11%	8%	7	1.4%	-1	0
Cc1ccc(-n2c(O)c(C=Nc3ccccc3-c3n[nH]c(=S)[nH]c3=O)c3ccccc3c2=O)c(C)c1	1	-11	0%	-9%	0%	7	-0.7%	-1	3
Cc1ccc(C(=O)Nc2ccnc(-c3ccncc3)n2)cc1	1	-2	0%	3%	7%	-2	3.3%	-9	4
O=C(NCCN1CCOCC1)c1ccccc1Oc1ccccc1	4	-2	-3%	-5%	1%	-3	1.8%	-5	0
Cc1ccc(OCCC(=O)NCCc2ccc(S(N)(=O)=O)cc2)cc1	5	-11	-1%	-13%	0%	-24	3.7%	-1	-3

Profiles from above. Order of screens: D1 ag	D1 antag	GRP78 ERSR act	Vif-A3F inh	Vif-APOBEC3G blk	D2 potentiator	RXFP1 agonist	LDHA inh	D1 potentiator
Profile of `Cc1cc(C)c2c(CC(=O)NCc3ccco3)coc2c1` = -4	-4	0%	-11%	?	-4	0.5%	-1	-4
Profile of `CCOC(=O)C1CCN(S(=O)(=O)c2ccc3c(c2)CCCN3C(C)=O)CC1` = 5	-12	-2%	.	3%	-9	-1.0%	0	-3

Additional compounds follow:
SMILES	D1 ag	D1 antag	GRP78 ERSR act	Vif-A3F inh	Vif-APOBEC3G blk	D2 potentiator	RXFP1 agonist	LDHA inh	D1 potentiator
Cc1ccc(C(=O)CCC(=O)OCC(=O)NNC(=O)c2ccc([N+](=O)[O-])cc2)cc1	9	30	0%	17%	-1%	.	0.7%	-1	.
CN=C1S/C(=C\c2ccc(N3CCOCC3)cc2C)C(=O)N1C	1	-12	1%	-2%	-4%	12	1.0%	-4	7
Cc1ccc(CC(=O)N(Cc2ccccc2)c2ccccn2)cc1	0	-12	-3%	?	0%	-7	-1.5%	0	1
Cc1cccn2c(=O)nc(SCC(=O)N3CCC(C)CC3)nc12	1	-1	-3%	-5%	1%	-11	14%	-3	-3
COc1ccccc1Nc1nc2ccccc2[nH]1	0	1	2%	-9%	?	0	-0.8%	13	4
Cc1oc2c(C)c3oc(=O)c(CCC(=O)N4CCCCC4)c(C)c3cc2c1C	2	-8	-1%	3%	9%	1	0.3%	-1	-1
C=C(Cl)COc1ccc2c(CCCC)cc(=O)oc2c1	3	-15	-1%	-9%	2%	.	1.1%	1	-4
COc1cccc(C(=O)O)c1OS(=O)(=O)c1ccc(C)cc1	.	.	-2%	-1%	-1%	.	.	1	.
CC(C)c1ccc(OCC(=O)NC2CC(C)(C)NC(C)(C)C2)c(Br)c1	-1	-5	4%	0%	-7%	-5	0.0%	-5	-3
O=C(O)COc1ccccc1/C=N/NC(=O)CSc1nc2ccccc2c(=O)n1-c1ccc(Cl)cc1	2	1	-4%	1%	0%	-2	1.2%	-9	1
Cc1[nH]c2nc3ccccc3n2c(=O)c1CCC(C)C	1	1	-4%	0%	-3%	3	0.2%	-6	1
Cn1c(N)c(C(=O)COC(=O)CCOc2ccc(C(C)(C)C)cc2)c(=O)n(C)c1=O	8	3	4%	-8%	-1%	-7	7.0%	5	1
C=CCn1c(CNC(=O)c2cccs2)nnc1SCC(=O)Nc1ccc(C(=O)O)cc1	0	8	-1%	-1%	-5%	22	-0.6%	-7	1

Not all compounds are listed, so the mix of outcomes need not match the whole.
